# inhibitors of VEEV: inhibitors of VEEV TC-83 cytopathic effect, confirmation, Vero cells (AID 588727); Vero cells, VEEV TC-83 cytopathic effect inhibition; higher % means a stronger effect; inhibition, % at 20 µM, or IC50 in µM where a hit was titrated; 350,000 tested, 0.13% active; in the data active means a potency from the dose series; inconclusive means inhibition mostly from about 14% at the one dose, without a potency; inactive means the rest, 99 in 100 with inhibition below about 12%; further: strong numbers were not always called active
# tuberculosis growth: growth inhibition of non-replicating M. tuberculosis (AID 488890); Mycobacterium tuberculosis non-replicating, growth inhibition; higher % means a stronger effect; 320,000 tested, 0.39% active; inhibition, % at 25 µM; hits with a dose series show IC50 in µM; in the data active means a potency from the dose series; inconclusive means inhibition mostly from about 82% at the one dose, without a potency; inactive means the rest, 99 in 100 with inhibition below about 76%;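 further: plate controls were DMSO cells for no effect and high antibiotic wells for full effect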
# PhoP GFP inhibition: Inhibition of PhoP regulon, Salmonella typhi GFP reporter cells, confirmation, 4 h (AID 1850) | Salmonella Typhi PhoP-promoter GFP reporter, fluorescence, 4 h; higher % means a stronger effect | 310,000 tested, 0.33% active | inhibition, % at 50 µM; hits with a dose series show IC50 in µM; in the data active means a potency from the dose series; inconclusive means inhibition mostly from about 25% at the one dose, without a potency; inactive means the rest, 99 in 100 with inhibition below about 19%;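 further: 0% = induced wells with vehicle and 100% = uninduced wells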
# influenza NS1A: H1N1 influenza NS1A inhibitors, functional cell based assay (AID 504329). NS1A functional cell-based assay, percent inhibition; higher % means a stronger effect. one-dose inhibition, % at 12.5 µM; IC50 in µM for titrated hits. 340,000 tested, 0.3% active; in the data active means a potency from the dose series; inconclusive means inhibition above about 27% without an active follow-up result; further: strong numbers were not always called active
# H37Rv inhibition: M. tuberculosis growth inhibition, HTS (AID 449762); M. tuberculosis H37Rv growth inhibition, 7H9 media; higher % means a stronger effect; inhibition, % at 25 µM; hits with a dose series show IC50 in µM; 330,000 tested, 0.59% active; in the data active means a potency from the dose series; inconclusive means inhibition above about 70% without an active follow-up result;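 further: bacterial growth assessed after seven days of incubation; strong numbers were not always called active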
# inhibitors of VEEV 10K pilot screen: also measured in inhibitors of VEEV; calls as there; inhibition, %; measured here: 10K pilot screen inhibition
# * hit, by the source's call; i = inactive; ? = inconclusive; . = no result given.
SMILES,inhibitors of VEEV,tuberculosis growth,PhoP GFP inhibition,influenza NS1A,H37Rv inhibition,others
CCOC(=O)C1CCN(S(=O)(=O)c2c(C)n(C)c(=O)n(C)c2=O)CC1,0.6%,9%,-2%,22%,1%,
C#Cc1cccc(C(=O)NC2CCCN(C3Cc4ccccc4C3)C2)c1 (stereo not drawn),0.1%,9%,4%,2%,-2%,
COc1ccc(C2=NOC(C(=O)NCc3ccc(F)cc3)C2)cc1 (stereo not drawn),2.2%,19%,-6%,-1%,2%,
CC(c1ccccc1)N(C)C(=O)CSc1nnc(C2CC2)n1C1CC1 (stereo not drawn),1.7%,-2%,.,-6%,1%,
CCOCCCNC(=S)N1CCCN(c2nc3cc(C)ccc3cc2C#N)CC1,0.6%,8%,3%,-3%,4%,
N#CC(c1ccc(Cl)cc1)c1cccc(Cl)n1 (stereo not drawn),2.4%,13%,3%,-8%,-8%,
COc1ccccc1CNC(=O)C1CCC(=O)N(CCCN2CCCC2=O)C1 (stereo not drawn),0.4%,1%,11%,-1%,4%,
Cc1ccc(S(=O)(=O)CC(=O)c2ccc(C)c([N+](=O)[O-])c2)cc1,2.9%,11%,-9%,11%,5%,
COc1cc(C(=O)N2CCC(NC(=O)C(Cc3ccc(C(C)C)cc3)NC(C)=O)CC2)cc(OC)c1OC (stereo not drawn),3.5%,41%,-6%,7%,-7%,
CN1CCN(C(=O)CN(C2CCCCC2)S(=O)(=O)c2ccc(Br)cc2)CC1,0.8%,6%,-8%,-6%,-3%,
CN(C)c1ccc(C(=O)c2ccccc2C(=O)O)cc1[N+](=O)[O-],1.0%,16%,-12%,2%,0%,
Cc1cc(SCC(=O)N2CCCC2)nc2ccccc12,3.3%,69%,-1%,1%,-5%,
CCn1c(SCC(=O)Nc2cc(S(=O)(=O)N3CCOCC3)ccc2OC)nnc1-c1ccncc1,0.9%,-11%,-2%,-2%,3%,
Cc1cc(-n2c(C)cc(C(=O)CSc3ccccn3)c2C)no1,2.1%,45%,.,5%,0%,
Cc1c(NC(=O)c2ccc3nsnc3c2)cccc1[N+](=O)[O-],4.1%,0%,-1%,4%,3%,
CC1CCCN(S(=O)(=O)c2ccc(NC(=O)C3CC(=O)N(C(C)(C)C)C3)cc2)C1 (stereo not drawn),1.9%,-5%,-3%,-8%,0%,
C=CCN(c1ccc(Br)cc1C(=O)OC)S(C)(=O)=O,0.7%,-8%,.,0%,-9%,
CC(=O)c1ccc(OCC(=O)OCC(=O)Nc2sccc2C(N)=O)cc1,0.8%,-3%,.,-3%,-5%,
COc1ccccc1C(=O)NCCC(=O)Nc1cccc(S(=O)(=O)N2CCCC2)c1,3.4%,-41%,.,-3%,-3%,
COC(=O)Cc1c(O)ccn(Cc2ccc(OC)c(OC)c2)c1=O,0.8%,3%,-4%,7%,0%,
Cc1cc(=O)[nH]c(SCC(=O)c2ccc3c(c2)NC(=O)CO3)n1,0.2%,15%,-12%,-7%,6%,
Cc1cc(-c2ccc(S(=O)(=O)N3CCN(c4cccc(C(F)(F)F)c4)CC3)s2)on1,2.9%,-2%,3%,-6%,11%,
CN(C)c1nc2ccccc2c(N)c1-c1ccccc1,i,17%,3%,-12%,4%,
CN(C)c1ccc(/C=C2/NC(=O)NC2=O)cc1,i,15%,2%,-4%,1%,
O=C(COc1cc2oc(=O)c3c(c2cc1Cl)CCC3)NCCCN1CCOCC1,5.4%,-14%,4%,2%,-1%,
COC(=O)c1[nH]c2ccccc2c1NC(=O)CN1CCCCCC1,1.0%,43%,-1%,4%,-8%,
CCOC(=O)N1CCN(Cc2nc3cc([N+](=O)[O-])ccc3n2C)CC1,0.8%,7%,10%,-10%,9%,
CC(=O)Nc1ccc(NC(=O)CSc2nnc3ccc(-c4ccc(F)cc4)nn23)cc1,i,-10%,-10%,11%,-9%,
Cc1ccc(S(=O)(=O)N2[C@@H](c3ccc(C(C)(C)C)cc3)C(C(=O)O)=CC[C@H]2c2ccc3c(c2)OCO3)cc1,i,72%,.,-11%,7%,
COc1ccc(CCNC(=O)c2cccc3c2C(=O)N(C2CCCCC2)C3)cc1OC,9.3%,4%,-3%,-1%,5%,
O=C(Nc1nnc(Cc2ccc([N+](=O)[O-])cc2)s1)Nc1ccccc1F,0.9%,11%,-5%,0%,4%,
CCOc1ccc(-c2cc(NC(=O)Cn3ncc4c3-c3ccccc3OC4)on2)cc1OCC,1.6%,12%,0%,2%,-3%,inhibitors of VEEV 10K pilot screen=0.5
Cc1ccc2nc(Cc3ccc(N)cc3)oc2c1,i,12%,-3%,17%,-1%,
Cc1oc2ccc(OCc3cccc(Cl)c3)cc2c1C(=O)O,0.9%,50%,12%,-1%,10%,
COc1ccccc1NC(=O)CN1CCCCCC1,1.2%,-3%,-10%,3%,-8%,
CCOC(=O)CNS(=O)(=O)Cc1ccccc1,1.6%,-15%,.,-5%,-12%,
COC(=O)Cn1c2[n+](c3ccccc31)CC(O)CS2 (stereo not drawn),0.6%,-1%,7%,3%,-10%,
COc1ccc(-c2sc3ccc(-c4ccc5c(c4)OCO5)cc3c2-c2ccc(OC)nc2)cc1,1.5%,-6%,.,9%,1%,
O=[N+]([O-])c1ccc(O)c(C(C#Cc2ccccc2)N2CCOCC2)c1 (stereo not drawn),0.6%,58%,1%,1%,5%,
CCc1cccc(NC(=O)CN(C)S(=O)(=O)c2cccs2)c1,0.2%,1%,-10%,-4%,-1%,

# Nothing new here: an excerpt of the list.
SMILES,inhibitors of VEEV,tuberculosis growth,PhoP GFP inhibition,influenza NS1A,H37Rv inhibition,others
CN(C)c1ccc(/C=C2/NC(=O)NC2=O)cc1,i,15%,2%,-4%,1%,
O=C(COc1cc2oc(=O)c3c(c2cc1Cl)CCC3)NCCCN1CCOCC1,5.4%,-14%,4%,2%,-1%,
COC(=O)c1[nH]c2ccccc2c1NC(=O)CN1CCCCCC1,1.0%,43%,-1%,4%,-8%,
CCOC(=O)N1CCN(Cc2nc3cc([N+](=O)[O-])ccc3n2C)CC1,0.8%,7%,10%,-10%,9%,
CC(=O)Nc1ccc(NC(=O)CSc2nnc3ccc(-c4ccc(F)cc4)nn23)cc1,i,-10%,-10%,11%,-9%,
Cc1ccc(S(=O)(=O)N2[C@@H](c3ccc(C(C)(C)C)cc3)C(C(=O)O)=CC[C@H]2c2ccc3c(c2)OCO3)cc1,i,72%,.,-11%,7%,
COc1ccc(CCNC(=O)c2cccc3c2C(=O)N(C2CCCCC2)C3)cc1OC,9.3%,4%,-3%,-1%,5%,
O=C(Nc1nnc(Cc2ccc([N+](=O)[O-])cc2)s1)Nc1ccccc1F,0.9%,11%,-5%,0%,4%,
CCOc1ccc(-c2cc(NC(=O)Cn3ncc4c3-c3ccccc3OC4)on2)cc1OCC,1.6%,12%,0%,2%,-3%,inhibitors of VEEV 10K pilot screen=0.5
Cc1ccc2nc(Cc3ccc(N)cc3)oc2c1,i,12%,-3%,17%,-1%,
Cc1oc2ccc(OCc3cccc(Cl)c3)cc2c1C(=O)O,0.9%,50%,12%,-1%,10%,
COc1ccccc1NC(=O)CN1CCCCCC1,1.2%,-3%,-10%,3%,-8%,
CCOC(=O)CNS(=O)(=O)Cc1ccccc1,1.6%,-15%,.,-5%,-12%,
COC(=O)Cn1c2[n+](c3ccccc31)CC(O)CS2 (stereo not drawn),0.6%,-1%,7%,3%,-10%,
COc1ccc(-c2sc3ccc(-c4ccc5c(c4)OCO5)cc3c2-c2ccc(OC)nc2)cc1,1.5%,-6%,.,9%,1%,
O=[N+]([O-])c1ccc(O)c(C(C#Cc2ccccc2)N2CCOCC2)c1 (stereo not drawn),0.6%,58%,1%,1%,5%,
CCc1cccc(NC(=O)CN(C)S(=O)(=O)c2cccs2)c1,0.2%,1%,-10%,-4%,-1%,

# Additional records
SMILES,inhibitors of VEEV,tuberculosis growth,PhoP GFP inhibition,influenza NS1A,H37Rv inhibition,others
COc1ccc(-c2nnc(SCC(=O)c3ccc[nH]3)o2)cc1,0.2%,?,-7%,18%,14%,
Cc1csc(NC(=O)CN2C(=O)C3CC=CCC3C2=O)n1 (stereo not drawn),3.7%,-4%,-12%,-5%,1%,
CN(C)CCOC1c2ccccc2CSc2ccccc21 (stereo not drawn),0.8%,-9%,6%,-17%,-6%,
COc1cc(OC)c(-n2cc(-c3ccc(OC)c(OC)c3)[nH]c2=S)cc1Cl,3.6%,-12%,6%,-17%,8%,
CN(C)CCCN(C(=O)c1cc(Cl)sc1Cl)c1nc2cc3c(cc2s1)OCO3,7.9%,43%,-9%,12%,1%,
CCCCCn1c(CN2CCN(C(=O)c3ccco3)CC2)nc2c1c(=O)n(C)c(=O)n2C,0.5%,-9%,5%,27%,-5%,
N/C(=N\OC(=O)c1cccc(Cl)c1)c1ccccn1,1.6%,48%,8%,25%,-9%,
COc1ccc(-c2ccc3c(c2)S(=O)(=O)c2cccc(C(=O)NC4CCCC4)c2C3=O)cc1OC,6.8%,3%,.,-9%,1%,
O=C(O)c1ccc(NCCc2ccc(Cl)cc2)c([N+](=O)[O-])c1,i,39%,-10%,-3%,-3%,
CC(C)N1CCN(Cc2cccn2-c2nccs2)CC1CCO (stereo not drawn),i,-5%,1%,-19%,-5%,
Cc1cc(Cl)c(OCCOCCN2CCCC(C)C2)c(Br)c1 (stereo not drawn),i,61%,3%,6%,-4%,
COc1ccc(Cl)cc1N1C(=O)CC(N2CCN(S(=O)(=O)c3ccccc3F)CC2)C1=O (stereo not drawn),0.7%,12%,.,0%,-9%,
CC1CCN(CCCNC(=O)C2CCN(S(=O)(=O)N3CCCCC3)CC2)CC1,0.3%,-5%,-3%,-2%,-4%,
Cc1ccc(C)c(Cn2nnc3c(=O)[nH]c(C4CCN(S(=O)(=O)c5ccc(S(=O)(=O)NC6CC6)cc5)CC4)nc32)c1,4.3%,71%,1%,-8%,?,
Cc1ccc(NC(=O)Cn2nnc(C(=O)NCc3cccs3)c2N)c(C)c1,1.4%,-8%,1%,2%,3%,
CCOC(=O)C1(CCOc2ccccc2)CCN(Cc2ccncc2)CC1,0.5%,25%,6%,1%,0%,
Cc1cccc(Sc2ccc([N+](=O)[O-])cn2)c1,0.2%,?,-9%,5%,-3%,
N#Cc1nc(Cc2cccc3ccccc23)oc1NCc1ccc(F)cc1,6.1%,18%,2%,1%,3%,
CCN(CC)CC(=O)Nc1sc2c(c1C(=O)c1ccccc1OC)CCC2,1.6%,69%,-4%,1%,0%,
CCOc1ccc(S(=O)(=O)N(C)c2ccc(OCC(=O)Nc3ccccc3F)cc2)cc1,7.2%,.,.,-7%,.,
CC1=C(C(=O)Nc2cccnc2)C(c2ccccn2)n2nnnc2N1 (stereo not drawn),i,11%,-19%,-8%,-5%,
O=C(Cc1ccc(Br)cc1)N1CCN(C(=O)c2ccccc2)CC1,0.3%,14%,.,-17%,-10%,
COc1ccc(-c2csc(Nc3ncccn3)n2)cc1C,0.5%,-10%,0%,-3%,4%,
COc1ccccc1N1CCN(CC(=O)NCCc2ccc(S(N)(=O)=O)cc2)CC1,2.4%,-7%,2%,-17%,-3%,
CC(C)(C)CN1CCNC(=O)C1CC(=O)N1CCN(c2ccccc2)CC1 (stereo not drawn),2.1%,-8%,-3%,9%,-5%,
C=CCn1c(SCC(=O)NC2CCCC2)nnc1-c1ccccn1,i,-21%,-6%,-10%,-2%,
COc1cc(OC)c(NC(=S)Nc2cc(Cl)cc(Cl)c2)cc1Cl,6.7%,?,-1%,-1%,-5%,
COCCN=c1scc(-c2cccs2)n1/N=C/c1ccc(O)c(O)c1O,i,5%,0%,43µM*,9%,
Cc1ccsc1/C=N/N1CCN(C2c3ccccc3-c3ccccc32)CC1,3.5%,20%,-5%,14%,10%,
Cc1ccc(Cl)c(OCC(=O)N(C)CC(=O)Nc2ccc(N3CCOCC3)cc2)c1,6.9%,7%,3%,-5%,-9%,
Cc1ccc(CNC(=O)C2COc3ccccc3O2)cc1 (stereo not drawn),i,?,5%,-6%,11%,
Nc1nc(SCC(=O)c2cccs2)n[nH]1,i,6%,-7%,4%,-2%,
Cc1[nH]n2c(=O)c3c(nc2c1-c1cccc2ccccc12)CCC3,6.3%,.,-3%,4%,?,
Cn1c(COc2ccc(Cl)cc2)nnc1SCC(=O)NC1CCCCC1,2.4%,-1%,1%,-7%,-6%,
Cc1ccc(SCCSc2ncccn2)cc1,i,63%,-8%,-5%,5%,
CC(C)C1Nc2ccc(S(=O)(=O)N3CCOCC3)cc2NC1=O (stereo not drawn),2.5%,-9%,-6%,-10%,0%,
